# High-throughput results as filed in PubChem BioAssay.
# uPA surface inh: inhibitors of cell surface uPA generation | cell surface uPA generation assay, qHTS | Potency, µM (top dose mostly 38.3 µM), for the others: at the top dose activity change, negative = inhibition, usual class: inhibitors | 330,000 tested, 0.31% active | AID 540303; active = well fitted inhibition curve with a large enough effect; inconclusive = small, poorly fitted or top-dose-only effect; inactive = no such curve, though single readings can be large or run the other way; tested in mouse RAW 264.7 cells; note: potency is the fitted concentration of half-maximal effect; nearly all actives have a fitted effect of over 55% in size
# Eya2 inh: blocks the phosphatase activity of human Eya2. O00167. Potency, µM (top dose mostly 76.9 µM), inactives show at the highest dose activity, negative = inhibition, actives largely listed as inhibitors. recombinant Eya2, OMFP fluorescence dephosphorylation (OMFP is methylfluorescein phosphate). 330,000 tested, 0.006% active; note: potency is the fitted concentration of half-maximal effect
#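 Eya2 (0.2 uM) preincubated 10 min at ambient with compound, then OMFP substrate added at 50 uM; 10 min reaction in 50 mM HEPES pH 7.5, 50 mM NaCl, 5 uM MgCl2, 0.05% BSA, 1 mM DTT. Fluorescence read at Ex 485/Em 525 nm.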
# USP2a block: USP2a (human) protease inhibition; O75604; USP2 core, Ub-CHOP2 coupled fluorogenic reporter, 485/531; Potency, µM (titrated, usually from 38.3 µM), inactives show top-dose activity change, negative = inhibition, most hits filed as inhibitors; 330,000 tested, 0.01% active;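 note: potency is the fitted concentration of half-maximal effect; plate controls were DMSO wells for no effect and full inhibition by NEM control for full effect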
# Target sequence (O75604 whole entry, looked up): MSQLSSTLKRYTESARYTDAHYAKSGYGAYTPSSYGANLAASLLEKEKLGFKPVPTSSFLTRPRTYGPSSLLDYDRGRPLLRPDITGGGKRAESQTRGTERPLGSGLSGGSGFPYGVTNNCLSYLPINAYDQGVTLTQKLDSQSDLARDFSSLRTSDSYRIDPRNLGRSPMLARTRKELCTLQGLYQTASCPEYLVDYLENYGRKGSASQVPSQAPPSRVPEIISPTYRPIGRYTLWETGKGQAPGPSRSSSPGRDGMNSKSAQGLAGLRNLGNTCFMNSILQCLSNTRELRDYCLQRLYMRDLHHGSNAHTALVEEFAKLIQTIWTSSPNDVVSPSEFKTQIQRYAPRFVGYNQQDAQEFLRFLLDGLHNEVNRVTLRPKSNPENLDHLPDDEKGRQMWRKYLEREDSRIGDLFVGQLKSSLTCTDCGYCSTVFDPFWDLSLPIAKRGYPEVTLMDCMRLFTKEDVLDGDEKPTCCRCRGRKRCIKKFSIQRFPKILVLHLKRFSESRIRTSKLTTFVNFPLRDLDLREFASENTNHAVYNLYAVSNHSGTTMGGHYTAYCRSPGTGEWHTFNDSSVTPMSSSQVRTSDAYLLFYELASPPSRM
#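 USP2 core (10nM final) preincubated 30min RT with compound in 20mM Tris-HCl pH 8.0, 2mM CaCl2, 2mM beta-mercaptoethanol, 0.05% CHAPS; 25nM Ub-CHOP2 plus 25nM reporter substrate added, fluorescence (Ex485/Em531) read after 60min.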
# PKM2 act: increases activity of human pyruvate kinase M2 | P14618 | purified PKM2, Kinase-Glo ATP luminescence, activation; response scale: 0% is enzyme alone, no compound | AID 1631 | Potency, µM (series often up to 57.5 µM), inactives show top-dose activation, usual class: activators | 260,000 tested, 0.34% active; note: potency is the fitted concentration of half-maximal effect; nearly all actives have a fitted effect of over 55% in size
#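 Purified hPK-M2 (>95%) run at intermediate activity with 0.1 mM ADP and 0.5 mM PEP in 50 mM imidazole pH 7.2, KCl, MgCl2; 1 h room temperature. ATP formed read by Kinase-Glo luminescence; normalized to uninhibited and no-enzyme controls.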
# GALK inh: blocks human galactokinase activity. Potency, µM (highest dose often 57.5 µM), without a hit: at the top dose activity change, negative = inhibition, most hits filed as inhibitors. Purified GALK, Kinase-Glo residual ATP luminescence. 270,000 tested, 0.007% active. AID 1868. P51570; note: potency is the fitted concentration of half-maximal effect
# Target sequence (P51570 whole entry, looked up): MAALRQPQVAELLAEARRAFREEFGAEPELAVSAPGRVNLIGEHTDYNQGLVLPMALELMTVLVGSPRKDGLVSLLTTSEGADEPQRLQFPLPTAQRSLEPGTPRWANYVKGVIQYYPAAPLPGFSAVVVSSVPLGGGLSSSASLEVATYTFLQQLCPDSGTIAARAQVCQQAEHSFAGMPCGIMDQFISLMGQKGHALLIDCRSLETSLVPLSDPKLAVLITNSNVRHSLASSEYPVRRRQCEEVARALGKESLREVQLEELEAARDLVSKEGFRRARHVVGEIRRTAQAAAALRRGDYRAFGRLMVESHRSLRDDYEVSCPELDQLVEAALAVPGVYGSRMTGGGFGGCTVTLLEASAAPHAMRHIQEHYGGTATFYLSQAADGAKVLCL
#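 Quantitative HTS: GALK 5 nM, ATP 35 uM, galactose 100 uM, 1 h room temperature, then luciferase-based ATP detection.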
# B2AR arrestin: agonists driving beta-arrestin recruitment to human beta2-adrenergic receptor. P07550. beta-arrestin recruitment to beta2AR, cell-based reporter. Potency, µM (titrated, usually from 46.1 µM), inactives show top-dose activation, actives largely listed as activators. 330,000 tested, 0.02% active. AID 492947;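 note: potency is the fitted concentration of half-maximal effect; 0% = DMSO controls and full agonism = EC100 isoproterenol or metaproterenol; nearly all actives have a fitted effect of over 65% in size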
# FBPA coupling cs: counter-screen for Giardia aldolase inhibitors: coupling enzyme system; activity change, negative = inhibition, % at 58.2 µM, hits read low; coupling enzyme system counterscreen, AmpLite Red fluorescence; 290,000 tested, 0.67% active; in the data active = activity change below about -30%
#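 Activity here indicates interference with the coupling reaction, not aldolase inhibition. Compounds at 57.5 uM final met coupling enzymes for 10 min at RT; substrate and AmpLite Red detection followed, with a 525/598 nm fluorescence read after 20 min.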
# Giardia killer: Giardia lamblia killing; Giardia lamblia trophozoite viability; activity change, % at 7.66 µM, hits read low; 340,000 tested, 0.15% active; in the data active = activity change below about -80%; inconclusive = between about -30% and that limit;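 note: parasites exposed to compound for two days anaerobically before the ATP read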
#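 Media and compound were dispensed first, then trophozoites at 100 cells/well; plates sat 48 hrs at 37 deg C without oxygen before ATP luminescence reagent was added and read after 15-30 min at room temperature.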
# hERG WT inh: KCNH2 (human, wildtype) channel inhibition | Q12809 | U2OS, BacMam KCNH2, thallium flux FluxOr; active compounds read low | activity change, % at 1.84 µM | 340,000 tested, 0.37% active | AID 720551;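 active = maximum activity change below -70%; inconclusive = maximum activity change between -70% and -50%; inactive = maximum activity change above -50%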
#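 U2OS cells were transduced with wild-type KCNH2 virus (2.03 x 10^8 / mL) for 4 h at room temperature, then cultured overnight at 37 C. Thallium flux was read with FluxOr dye. Rate constants were normalized to DMSO controls.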
# KCNH2 3.1 inh: blocks the human KCNH2 3.1 channel isoform; U2OS KCNH2 3.1, thallium flux FluxOr; active compounds read low; AID 720553; 340,000 tested, 0.95% active; activity change, % (tested at about 1.8 µM);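 active = maximum activity change below -70%; inconclusive = maximum activity change from -70% to -50%; inactive = maximum activity change above -50%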;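 note: thallium influx rate constant from kinetic fluorescence after stimulation buffer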
#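 Kinetic fluorescence (2 min after stimulation buffer) measures Tl+ influx through KCNH2 3.1 expressed by viral transduction in U2OS cells; the rate constant is normalized against DMSO controls serving as positive and negative references.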
# BCR signal inh: inhibitors of chronic active B-cell receptor signaling | ABC-DLBCL IkBa-CBG/CBR reporter, luminescence ratio, 4 h | AID 493014 | Potency, µM (doses to about 46.1 µM), inactives show at the highest dose ratio change, negative = lower green/red ratio, actives largely listed as inhibitors | 340,000 tested, 0.05% active; active = well fitted inhibition curve with a large enough effect in the signal ratio, with a control signal flat, not every such curve was filed as active; inconclusive = small, poorly fitted or top-dose-only effect, or effect the other way, or a change in a side signal; the % refers to the signal ratio;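 note: potency is the fitted concentration of half-maximal effect; plate controls were basal doxycycline-induced cells for no effect and cells given 10 µM MG132 for full effect; MG132 reads +100%, hits lower the ratio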
#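 Doxycycline induced both beetle luciferases in TMD8 lymphoma cells; IKK-driven degradation limits the IkappaBalpha-fused green signal, while red luminescence normalises for cell number and nonspecific effects. Compounds tested up to 46 uM, 4 hrs.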
# The depositor's hits bear a star; ? = inconclusive; . = not tested or not shown. Unless noted, calls come from the whole dose curve; as a rule, active = well fitted curve in the direction sought with a large enough effect; inconclusive = small, poorly fitted or top-dose-only effect, or another doubt; inactive = no such curve, though single readings can be large; an effect the other way counts as inactive or inconclusive. Unless noted, % is set by controls: 0 for no effect and ±100 for the full control effect. Outcome played no part in choosing rows; 2.4% or so of the library scored in one or more.
entry	mol	uPA surface inh	Eya2 inh	USP2a block	PKM2 act	GALK inh	B2AR arrestin
1	CCOC(=O)C1(C)C=C(Nc2ccc(O)cc2)C(=O)N1c1ccc(O)cc1 (stereo not given)	-10%	-3%	-5%	-16%	1%	0.1%
2	CC(=O)c1c(C)[nH]c(C(=O)CSc2nnc(-c3cccs3)n2Cc2ccccc2)c1C	.	-13%	-6%	-1%	0%	-0.3%
3	COc1ccc(C)cc1N(C(=O)c1ccccc1)c1nc2ccccc2s1	3%	-17%	-1%	9%	-5%	8.2%
4	COc1ccc(-n2cc(-c3ccc(Cl)cc3)[nH]c2=S)cc1	-1%	19%	-2%	8%	4%	-0.5%
5	Cc1ccc(NC(=O)CN2C(=O)NC(C)(CC(C)C)C2=O)cc1F (stereo not given)	2%	-5%	0%	.	.	-0.3%
6	C=CCC(O)(CCN1CCCCC1)c1ccccc1 (stereo not given)	2%	-17%	-3%	4%	1%	-0.8%
7	Cc1ccc(-c2nc(SCC(=O)Nc3cc(S(=O)(=O)N4CCCCC4)ccc3Cl)n[nH]2)cc1	-7%	-11%	-14%	4%	1%	3.3%
8	Cc1cccc(C)c1NC(=O)C(NC=O)c1ccc(Cl)cc1 (stereo not given)	-5%	2%	-4%	1%	-2%	-0.1%
9	O=C(N/N=C/c1ccc(Cl)c([N+](=O)[O-])c1)C1CC1	-19%	1%	0%	3%	11%	0.2%
10	COC(=O)c1ccc(/C=N/NC(=O)CC(=O)NC2CCCCC2)cc1	-2%	6%	6%	0%	0%	0.2%
11	CCOC(=O)c1nn(-c2ccccc2)c(C#N)c1NC(=O)c1nn(CC)cc1Br	14%	.	.	-3%	0%	.
12	CN1CCC2(CC1)NC(=O)NC2=O	2%	-3%	2%	1%	4%	0.2%
13	COc1ccc(NC(=O)c2cnc(NS(=O)(=O)c3ccccc3)nc2)cc1	2%	2%	-1%	1%	0%	0.4%
14	CCOC(=O)C1=CN(Cc2ccco2)S(=O)(=O)N(C)C1c1ccc(C(F)(F)F)cc1 (stereo not given)	-10%	-10%	-3%	.	.	-0.1%
15	Cc1ccc(NC(=O)C(=O)NCc2ccco2)c(C)c1	10%	2%	-2%	0%	0%	0.5%

entry	FBPA coupling cs	Giardia killer	hERG WT inh	KCNH2 3.1 inh	BCR signal inh
1	-49*	-10	20	11	-10%
2	0	7	-11	-2	-5%
3	-5	2	-24	19	?
4	0	15	-13	-8	?
5	.	-5	0	7	-2%
6	2	-3	1	1	2%
7	3	-17	-28	-3	?
8	1	-21	32	11	?
9	0	7	1	24	1%
10	4	17	-10	-3	7%
11	-1	-16	-20	-14	.
12	1	13	15	10	-3%
13	5	1	0	7	0%
14	.	-8	-8	-11	?
15	1	0	2	1	1%

# Next part
entry	mol	uPA surface inh	Eya2 inh	USP2a block	PKM2 act	GALK inh	B2AR arrestin
16	O=C(O)c1ccc(COc2ccc(Cl)cc2)o1	-1%	16%	0%	-5%	1%	0.0%
17	COC(=O)c1ccc(NC(=O)CCN2C(=O)C3CC=CCC3C2=O)cc1 (stereo not given)	8%	-11%	1%	.	.	-0.5%
18	Cc1ccc(N(CC(=O)NC2CCCCC2)C(=O)CNC(=O)c2cccs2)cc1	-9%	-2%	-2%	5%	-2%	-0.7%
19	Cc1ccc(S(=O)(=O)N2CCN(CC(=O)NC(=O)NCc3ccco3)CC2)cc1C	-15%	8%	-3%	0%	0%	-0.2%
20	CCN[C@H]1CN(CCCOC)S(=O)(=O)c2sc(S(N)(=O)=O)cc21	2%	5%	0%	.	.	-0.3%
21	CCn1ncc(Br)c1C(=O)Nc1cc(C)on1	8%	12%	0%	0%	6%	-0.9%
22	CCOC(=O)C1=NN(N=O)C2(CC(=O)N(c3cc(C)cc(C)c3)C2=O)C1 (stereo not given)	.	4%	0%	-5%	-4%	-0.1%
23	COc1cccc(C(=O)NNS(=O)(=O)c2ccc(C)cc2)c1	3%	10%	0%	-2%	2%	-0.3%
24	Cc1cc(C)nc(N/C(=N\S(=O)(=O)Cc2ccccc2)Nc2ccccc2Br)n1	-5%	-2%	0%	-4%	.	2.5%
25	NC(=O)CC(NC(=O)Cc1cccc2ccccc12)c1ccc(NCCN2CCCCC2)c([N+](=O)[O-])c1 (stereo not given)	17%	-3%	-1%	2%	.	-1.6%
26	O=C(c1ccc2oc(Cc3ccc(Cl)cc3)nc2c1)N1CC[C@H](O)C1	-3%	2%	1%	.	-7%	-1.4%
27	C=CCNc1sc(C(=O)c2cccs2)c(N)c1C#N	-5%	-8%	1%	9%	0%	5.5%
28	CC(C)Oc1ccc(CNC(=O)c2ccc3c(c2)N(C)CCS3)cc1	1%	7%	-4%	3%	.	9.3%
29	CNc1nc(C)nc(-n2nc(C)cc2C)n1	-1%	0%	2%	10%	1%	-0.2%
30	Cc1cc(C)c2sc(N(CCN(C)C)C(=O)CCS(=O)(=O)c3ccccc3)nc2c1	1%	-17%	2%	-2%	-7%	-1.2%

entry	FBPA coupling cs	Giardia killer	hERG WT inh	KCNH2 3.1 inh	BCR signal inh
16	6	-8	2	25	?
17	.	18	3	-10	-2%
18	0	-11	-5	5	?
19	3	-11	7	8	-2%
20	.	-14	-7	-6	1%
21	-2	-6	-5	0	9%
22	6	-6	-1	19	-16%
23	2	11	-11	-7	?
24	-1	-10	4	2	9%
25	-2	?	9	-4	3%
26	.	?	-4	3	4%
27	3	-3	-5	1	?
28	-3	-3	33	5	?
29	0	8	-7	-26	0%
30	1	2	3	2	-3%

# The final 4 compounds of the section before open the next one:
entry	mol	uPA surface inh	Eya2 inh	USP2a block	PKM2 act	GALK inh	B2AR arrestin
27	C=CCNc1sc(C(=O)c2cccs2)c(N)c1C#N	-5%	-8%	1%	9%	0%	5.5%
28	CC(C)Oc1ccc(CNC(=O)c2ccc3c(c2)N(C)CCS3)cc1	1%	7%	-4%	3%	.	9.3%
29	CNc1nc(C)nc(-n2nc(C)cc2C)n1	-1%	0%	2%	10%	1%	-0.2%
30	Cc1cc(C)c2sc(N(CCN(C)C)C(=O)CCS(=O)(=O)c3ccccc3)nc2c1	1%	-17%	2%	-2%	-7%	-1.2%
31	O=C(CSc1nnc(CNC(=O)c2ccco2)o1)Nc1ccccc1	-9%	14%	2%	-6%	0%	0.1%
32	c1csc(-c2nnsc2-c2nc3ccccc3[nH]2)c1	-1%	4%	2%	3%	2%	0.1%
33	CCOC(=O)C1=C(C)NC(C)=C(C(=O)OCC)C1C(=O)OCC(=O)N(C)Cc1ccccc1	-1%	-5%	-1%	.	.	0.4%
34	Nc1ccccc1SCCS(=O)(=O)c1ccc(Cl)cc1	5%	3%	5%	.	3%	0.8%
35	CC(=O)c1c(NCCc2ccccc2)nc(=S)n(-c2ccccc2)c1C	?	-9%	0%	-5%	10%	0.5%
36	Cc1oc2cc3oc(=O)c(CC(=O)N[C@@H](C)C(=O)NC(Cc4ccc(Cl)cc4)C(=O)O)c(C)c3cc2c1C (stereo not given in full)	8%	-21%	0%	13%	.	-0.3%
37	COc1ccc(NC(=O)CSc2ccccn2)c([N+](=O)[O-])c1	8%	2%	3%	?	0%	-0.6%
38	COc1ccc([N+](=O)[O-])cc1NS(=O)(=O)c1cc(C(=O)N2CCN(C)CC2)ccc1OC	-2%	-17%	2%	.	.	0.0%
39	CCCn1c(SCC(=O)Nc2cc(Cl)ccc2OC)n[nH]c1=O	-1%	-1%	3%	6%	4%	0.2%
40	NC(=O)Nc1ccc(F)cc1	2%	6%	0%	-5%	0%	0.3%

entry	FBPA coupling cs	Giardia killer	hERG WT inh	KCNH2 3.1 inh	BCR signal inh
27	3	-3	-5	1	?
28	-3	-3	33	5	?
29	0	8	-7	-26	0%
30	1	2	3	2	-3%
31	4	7	4	10	4%
32	1	1	1	33	-2%
33	.	-25	-9	10	-6%
34	2	-8	-1	4	1%
35	-11	0	9	-3	?
36	5	13	0	9	?
37	2	-3	-9	1	?
38	.	3	-3	5	0%
39	-13	-13	-7	5	2%
40	0	7	2	2	?
